# Source: PubChem BioAssay (several laboratories)
# HCV core dimer = blocks dimerization of HCV core protein | TR-FRET GST/Flag-core106 dimerization, 1536-well | inhibition, % at 5 µM | 300,000 compounds, 0.33% hits | AID 1899;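 active = inhibition above the mean of all tested compounds plus 3 SD, set per screening campaign, cut at about 45% in these data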
#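 Assay system: GST-tagged and Flag-tagged HCV core protein residues 1-106 / Times: compound-protein-antibody incubation 4 h at 22.5 °C / Signal: time-resolved FRET, ex 340 nm, em 617 and 671 nm / Evaluation: % inhibition based on acceptor/donor emission ratio / Benchmarks: wells lacking GST-core106 and wells with excess unlabelled core106 / Repeats: singlicate, one well per compound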
# PP1 inh = PP1-alpha (human) inhibition in PP5 counter-screen; P62136; purified PP1alpha, OMFP fluorescence; inhibition, % at 6.7 µM; 320,000 compounds, 0.9% hits;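 active = inhibition above the mean inhibition of all tested compounds plus 3 SD, computed separately for each screening campaign, cut at about 15% in these data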
# Target sequence (P62136 whole entry, looked up): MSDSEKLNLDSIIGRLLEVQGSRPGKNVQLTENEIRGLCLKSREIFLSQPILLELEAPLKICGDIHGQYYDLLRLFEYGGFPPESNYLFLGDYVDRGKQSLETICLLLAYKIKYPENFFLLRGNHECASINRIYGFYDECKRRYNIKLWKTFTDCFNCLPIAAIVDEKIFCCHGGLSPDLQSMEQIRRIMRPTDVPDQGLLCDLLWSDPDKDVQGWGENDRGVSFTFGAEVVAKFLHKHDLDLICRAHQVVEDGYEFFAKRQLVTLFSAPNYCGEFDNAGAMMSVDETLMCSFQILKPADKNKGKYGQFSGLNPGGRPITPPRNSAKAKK
# procasp3 activ = procaspase-3 (human) activation. activation, % at 8.5 µM. 330,000 compounds, 0.11% hits. AID 463141. P42574. recombinant procaspase-3 D3A, Ac-DEVD-pNA absorbance 405 nm;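 active = activation above the mean of all tested compounds plus 3 SD, cut at about 21% in these data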;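 note: 0% = DMSO alone and 100% = DMSO wells spiked with extra 5 µM PC-3 D3A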
#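 Assay system: Procaspase-3 D3A mutant, all three cleavage aspartates alanine. Buffer or medium: Zinc-free HEPES saline buffer with Triton X-100. Times: 1 h compound preincubation, 2 h substrate hydrolysis at 25 °C. Measured by: 405 nm absorbance of p-nitroaniline, reads at 0 and 120 min. Read-out basis: percent activation relative to control range. Replicates: singlicate.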
# procasp7 counter = counter-screen: procaspase-7 (human) activation; recombinant procaspase-7, Ac-DEVD-pNA absorbance 405 nm; D23A/D198A/D206A triple mutant, cannot self-cleave; scale: DMSO 0, 5 µM enzyme 100; 330,000 compounds, 0.093% hits; P55210; activation, % at 8.5 µM;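 active = percent activation above the screen-wide mean plus 3 SD, cut at about 25% in these data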
# Target sequence (P55210 whole entry D23A/D198A/D206A): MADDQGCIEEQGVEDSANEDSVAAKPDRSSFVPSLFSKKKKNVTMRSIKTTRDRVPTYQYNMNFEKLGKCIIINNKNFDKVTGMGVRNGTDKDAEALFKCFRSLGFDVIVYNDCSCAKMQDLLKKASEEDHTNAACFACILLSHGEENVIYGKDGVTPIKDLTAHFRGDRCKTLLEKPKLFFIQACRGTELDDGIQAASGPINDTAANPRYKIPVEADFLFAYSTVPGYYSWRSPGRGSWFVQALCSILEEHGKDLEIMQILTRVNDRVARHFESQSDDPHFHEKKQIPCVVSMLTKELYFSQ
#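 Assay system: Uncleavable procaspase-7 mutant enzyme | Input: 2 µM procaspase-7 mutant as dispensed | Timing: 1 h compound preincubation, 2 h substrate cleavage, 25 °C | Repeats: One well per compound | Control set: DMSO wells as 0%, DMSO with 5 µM added PC-7 as 100% | Technique: Epi-absorbance of released pNA at 405 nm, two timepoints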
# PP5 inh = PP5 (human) phosphatase inhibition. P53041. purified PP5c, OMFP substrate fluorescence. inhibition, % at 6.7 µM. 320,000 compounds, 0.18% hits;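 active = inhibition above the campaign's mean inhibition across all tested compounds plus 3 SD, cut at about 9.5% in these data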;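 note: 0% = DMSO only and 100% = 100 µM cantharidin control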
# GASC-1 inh = blocks human GASC-1 demethylase activity. Q9H3R0. GST-JMJD2C(1-420) H3K9me3 demethylation, DELFIA europium. inhibition, % at 2.35 µM. 330,000 compounds, 0.069% hits. AID 2099;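 active = more than half of a compound's replicate wells show inhibition beyond 50%, single wells judged on their own value; inconclusive = some, but no more than half, of replicates pass 50% inhibition; inactive = no replicate passes 50% inhibition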;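 note: signal counts dimethyl H3K9 product captured on neutravidin plate; 0% = median of DMSO wells and 100% = 0.3 times that DMSO median; strong numbers were not always called active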
# Target sequence (Q9H3R0 1-420 limits assumed): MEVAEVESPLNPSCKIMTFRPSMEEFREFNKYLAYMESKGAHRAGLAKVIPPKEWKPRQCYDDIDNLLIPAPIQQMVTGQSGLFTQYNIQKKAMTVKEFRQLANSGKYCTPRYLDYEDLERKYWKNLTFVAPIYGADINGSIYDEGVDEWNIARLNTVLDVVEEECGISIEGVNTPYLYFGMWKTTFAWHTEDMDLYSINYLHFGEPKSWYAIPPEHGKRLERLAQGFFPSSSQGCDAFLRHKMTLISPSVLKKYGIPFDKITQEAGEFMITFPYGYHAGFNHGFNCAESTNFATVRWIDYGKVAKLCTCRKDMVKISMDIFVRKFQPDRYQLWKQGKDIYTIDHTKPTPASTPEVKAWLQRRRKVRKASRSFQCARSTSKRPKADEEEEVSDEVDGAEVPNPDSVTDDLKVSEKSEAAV
# Efflux pump mplx = blocks antifungal efflux pumps in multiplex yeast assay; AID 485275; 330,000 compounds, 0.44% hits; S. cerevisiae Candida pump triplex, Nile Red efflux; inhibition, % at 10 µM;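 active = plate passing quality check with inhibition over a set limit, or well fluorescence over plate mean plus 4 SD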;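 note: Nile Red retained in pooled yeast measured as flow cytometry median fluorescence; 0% = buffer negative control and 100% = Enniatin B positive control; higher means more Nile Red kept so more efflux inhibition; some compounds called inactive have numbers as strong as hits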
# CTSL1 counter = blocks F. hepatica cathepsin L1 in PFM18AAP counter-screen. 300,000 compounds, 0.49% hits. recombinant F. hepatica cathepsin L1, Z-Leu-Arg-MCA fluorescence. inhibition, % at 5.96 µM;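 active = inhibition above the mean of all tested compounds plus 3 SD, set per screening campaign, cut at about 17% in these data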;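 note: 0% = plate median of test compound wells and 100% = 1 µM Z-Phe-Ala-diazomethylketone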
# TPT1 inhibitor = C. albicans TPT1 enzyme inhibition; AID 1962; inhibition, % at 5 µM; 300,000 compounds, 0.81% hits; recombinant caTPT1, FP RNA substrate dephosphorylation;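 active = inhibition above the mean of all tested compounds plus 3 SD, set per screening campaign, cut at about 24% in these data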;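 note: plate controls were DMSO alone for no effect and ferristatin control at 100 nM for full effect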
# Active calls of the source: *; ? = inconclusive; nt = no result given.
1) COc1ccc(-c2nn(C)c(=O)[nH]2)cc1
2) COc1cccc(C(=O)NC(C)C(c2cccs2)N2CCN(C)CC2)c1 (configuration not stated)
3) COc1cccc(NC(=O)CCc2nc(-c3cccs3)no2)c1
4) O=C1c2ccccc2-c2onc3ccc(Oc4ccccc4)c1c23
5) Cc1ccc(OCC(=O)Nc2ccc(F)cc2)c([N+](=O)[O-])n1
6) COC(=O)NCc1cc2cc(Cl)ccc2[nH]1
7) O=C(C[n+]1ccc2c(c1)nnn2-c1ccccc1)c1ccc(Cl)cc1
8) O=C(Nc1ccncc1)c1ccc(Cl)cc1

Assay by compound	1	2	3	4	5	6	7	8
Efflux pump mplx	-0.1	0.1	0.0	0.3	0.0	0.0	0.1	0.1
HCV core dimer	1	2	-5	2	-5	-7	6	-6
CTSL1 counter	-1	-2	-1	6	0	0	-3	0
TPT1 inhibitor	1	-2	-2	-4	-6	-1	9	-1
procasp7 counter	-3	3	1	6	1	-1	-2	-5
PP5 inh	1.2	0.1	0.3	0.8	0.9	-1.4	2.0	0.7
procasp3 activ	-2	2	-3	-4	-3	3	-3	4
PP1 inh	-4	-2	2	2	0	-1	10	0
GASC-1 inh	?	41	nt	-6	109	-1	nt	0

9) c1ccc2c(c1)CNC1(CCCCC1)C2
10) CCOC(=O)c1cc2c(=O)n3cccc(C)c3nc2n(Cc2ccco2)c1=NC(=O)c1ccccc1
11) Cn1c(-c2ccc(F)cc2)cnc1NCc1ccccc1F
12) CN(C)C(CNC(=O)c1cc(S(=O)(=O)N(C)Cc2ccccc2)ccc1Cl)c1ccco1 (configuration not stated)
13) COc1cc(C(=O)Nc2ccc(NC(=O)C3CC3)nc2)cc(OC)c1OC
14) CCCc1cc(=O)[nH]c(SCC(=O)N2c3ccccc3CC2C)n1 (configuration not stated)
15) Cc1ccc(-n2c(SCC(=O)NCCN3C(=O)CSC3=O)nnc2-c2ccccc2)cc1C
16) O=C1CCN(Cc2ccccc2)CCN1CCOc1ccccc1

Assay by compound	9	10	11	12	13	14	15	16
Efflux pump mplx	-0.1	-0.1	-0.1	-0.1	0.0	0.4	-0.2	-0.1
HCV core dimer	0	26	-1	0	-5	nt	3	-6
CTSL1 counter	-2	0	-3	0	7	nt	-2	0
TPT1 inhibitor	-2	5	-3	0	-2	nt	0	-1
procasp7 counter	1	-10	-6	10	3	0	19	12
PP5 inh	0.2	2.5	5.6	-0.6	-0.7	nt	-0.7	-3.6
procasp3 activ	6	-14	-3	-6	8	2	3	-3
PP1 inh	-1	6	-1	-2	-3	nt	-5	-4
GASC-1 inh	-19	-3	-5	-20	1	5	-2	-5

17) COc1cc(-c2n[nH]c(=O)o2)cc(OC)c1OC
18) Cc1cc2c(cc1S(=O)(=O)NCc1ccc(N(C)C)cc1)OCC(=O)N2
19) CC(C)CN(C(=O)CSc1nnc(-c2ccco2)o1)c1c(N)n(Cc2ccccc2)c(=O)[nH]c1=O
20) CC1=CC(=C(C#N)C#N)C=C(C)N1CCC(C)C
21) CCOc1ccc(C(=O)N[C@H](C(=O)Nc2ccc(S(=O)(=O)Nc3nccs3)cc2)C(C)C)cc1
22) Cc1cccnc1NC(=O)C1COc2ccccc2O1 (configuration not stated)
23) NC(=O)c1ccccc1NC(=O)CN1CCOCC1
24) Cc1ccccc1-c1nnc(SCC(=O)N2CCCC2)o1

Assay by compound	17	18	19	20	21	22	23	24
Efflux pump mplx	0.2	-0.1	-0.1	0.0	0.3	-0.1	0.0	0.2
HCV core dimer	-2	17	-8	1	nt	-4	-2	-11
CTSL1 counter	-1	-3	-4	0	nt	6	1	2
TPT1 inhibitor	-3	-2	-2	2	nt	-1	-3	-2
procasp7 counter	-1	-4	-4	3	7	9	-3	12
PP5 inh	1.9	1.7	1.8	-1.0	nt	0.3	2.2	-0.7
procasp3 activ	-1	-6	9	4	2	6	3	-1
PP1 inh	-4	1	4	2	nt	1	2	1
GASC-1 inh	-4	7	6	2	0	-7	-8	-5

25) O=C(NCCSc1ccccc1)c1ccccc1F
26) Nc1nc(N)nc(-c2cccc(Cl)c2)n1
27) Cc1cc(NC(=O)c2ccccc2Cl)ccc1NC(=O)c1ccccc1Cl
28) O=C(COc1ccccc1)NNc1nc2ccccc2s1
29) O=C(C1CC(=O)N(c2ccc(F)cc2)C1)N1CCN(c2ccc(F)cc2)CC1 (configuration not stated)
30) C/C=C\C=C/C(=O)Nc1cccc(C2=NOC3(C2)C[C@@H](C(N)=O)N(C(=O)c2ccc(Cl)cc2)C3)c1 (some centres not stated)
31) CC(C)C(=O)NC(=S)Nc1ccccc1C(F)(F)F
32) CC(C)CC(NC(=O)C(NC(=O)C1OC2OC(C)(C)OC2C2OC(C)(C)OC12)C(C)C)C(=O)O (configuration not stated)

Assay by compound	25	26	27	28	29	30	31	32
Efflux pump mplx	0.1	-0.2	-0.1	-0.1	0.5	0.3	-0.1	0.2
HCV core dimer	8	nt	7	1	-18	32	-6	5
CTSL1 counter	-3	nt	-4	4	-4	-7	1	1
TPT1 inhibitor	3	nt	1	6	1	0	-7	2
procasp7 counter	-5	8	0	-5	-9	6	-12	5
PP5 inh	1.2	0.0	1.7	1.8	1.9	1.9	2.7	-1.5
procasp3 activ	9	3	3	-2	1	-2	-3	-6
PP1 inh	3	-2	-4	-5	-3	6	3	-2
GASC-1 inh	0	1	1	-10	-7	-3	18	-12

33) O=C(CSCc1ccccc1)Nc1ccccc1C(=O)Nc1ccc(C(=O)O)cc1
34) CSc1nc(SCC(N)=O)c2c3c(sc2n1)CN(C)CC3
35) CCOc1ccc(/C=N/NC(=O)c2ccc(CSc3nc4ccccc4[nH]3)cc2)cc1
36) CCC1=NN(C(=O)Cc2ccc([N+](=O)[O-])cc2)C(O)(c2ccncc2)C1 (configuration not stated)
37) Cc1c(C)c2c(OCC(=O)NCC(O)c3ccccc3)cc3c(c2oc1=O)CCC(C)(C)O3 (configuration not stated)
38) C=CCNC(=S)Nc1nc2c(cc1C(=O)OCC)CCCC2
39) O=C(NC(=S)N1CCCc2ccccc21)c1ccc(Br)cc1
40) Cc1cc(C)nc(N2C(=O)CC(C(=O)O)NC2=NCCc2c[nH]c3ccccc23)n1 (configuration not stated)

Assay by compound	33	34	35	36	37	38	39	40
Efflux pump mplx	0.0	-0.1	0.5	0.0	-0.1	0.0	0.2	-0.1
HCV core dimer	0	9	8	-13	6	6	-7	-2
CTSL1 counter	1	0	4	4	3	1	0	-1
TPT1 inhibitor	2	9	4	1	-9	0	-2	-4
procasp7 counter	0	16	1	5	-8	7	-8	9
PP5 inh	-1.3	-1.0	0.6	1.8	6.0	2.0	1.8	3.0
procasp3 activ	7	7	4	-8	-2	2	-8	-10
PP1 inh	-4	6	2	0	-2	1	1	1
GASC-1 inh	0	-12	-7	-25	0	0	-26	-12

# Complete entries as entered above. Order of screens: Efflux pump mplx	HCV core dimer	CTSL1 counter	TPT1 inhibitor	procasp7 counter	PP5 inh	procasp3 activ	PP1 inh	GASC-1 inh
# CCC1=NN(C(=O)Cc2ccc([N+](=O)[O-])cc2)C(O)(c2ccncc2)C1 (configuration not stated) is listed as 0.0	-13	4	1	5	1.8	-8	0	-25
# Cc1c(C)c2c(OCC(=O)NCC(O)c3ccccc3)cc3c(c2oc1=O)CCC(C)(C)O3 (configuration not stated) is listed as -0.1	6	3	-9	-8	6.0	-2	-2	0
# O=C(NC(=S)N1CCCc2ccccc21)c1ccc(Br)cc1 is listed as 0.2	-7	0	-2	-8	1.8	-8	1	-26

# Random excerpt: three records from the list.
14) CCCc1cc(=O)[nH]c(SCC(=O)N2c3ccccc3CC2C)n1 (configuration not stated)
37) Cc1c(C)c2c(OCC(=O)NCC(O)c3ccccc3)cc3c(c2oc1=O)CCC(C)(C)O3 (configuration not stated)
30) C/C=C\C=C/C(=O)Nc1cccc(C2=NOC3(C2)C[C@@H](C(N)=O)N(C(=O)c2ccc(Cl)cc2)C3)c1 (some centres not stated)

Assay by compound	14	37	30
Efflux pump mplx	0.4	-0.1	0.3
HCV core dimer	nt	6	32
CTSL1 counter	nt	3	-7
TPT1 inhibitor	nt	-9	0
procasp7 counter	0	-8	6
PP5 inh	nt	6.0	1.9
procasp3 activ	2	-2	-2
PP1 inh	nt	-2	6
GASC-1 inh	5	0	-3

# Other compounds follow.
41) COc1ccc(S(=O)(=O)N2CCN(C(=O)c3cccs3)CC2)cc1
42) CCC[C@@H](NS(=O)(=O)c1ccc(C)cc1)C(=O)Oc1ccc2c3c(c(=O)oc2c1)CCC3
43) Cc1ccc(-c2nc3ccccc3[nH]2)cc1NC(=O)c1ccco1
44) COc1ccc(CN2CCC(C(=O)NCCc3ccc(OC)c(OC)c3)CC2)c(OC)c1
45) Cc1noc(C)c1-c1nc(CSc2ccc(Cl)cc2)no1
46) CCOC(=O)C1=C(CS(=O)(=O)c2ccccc2)NC(=O)NC1c1ccccc1 (configuration not stated)
47) Cc1cc(Br)ccc1NC(=O)C(C)c1ccc([N+](=O)[O-])cc1 (configuration not stated)
48) COc1ccc(C(=O)NCCSCc2ccccc2)cc1OC

Assay by compound	41	42	43	44	45	46	47	48
Efflux pump mplx	-0.2	0.1	-0.3	0.2	-0.1	0.5*	0.0	0.2
HCV core dimer	-7	1	-6	-6	3	3	2	2
CTSL1 counter	-4	0	-4	-1	1	-4	-3	7
TPT1 inhibitor	-1	-3	-3	-2	3	-5	-2	1
procasp7 counter	9	16	9	4	3	-9	12	-1
PP5 inh	-0.5	3.0	-0.4	2.3	2.0	-8.5	4.4	2.6
procasp3 activ	5	0	2	7	-2	3	-3	-7
PP1 inh	-5	6	0	-4	3	-7	-3	-2
GASC-1 inh	6	2	11	5	-17	-5	-5	-20

# Some of the entries above in another layout.
cpd | Structure | Efflux pump mplx | HCV core dimer | CTSL1 counter | TPT1 inhibitor | procasp7 counter | PP5 inh | procasp3 activ | PP1 inh | GASC-1 inh
45 | Cc1noc(C)c1-c1nc(CSc2ccc(Cl)cc2)no1 | -0.1 | 3 | 1 | 3 | 3 | 2.0 | -2 | 3 | -17
46 | CCOC(=O)C1=C(CS(=O)(=O)c2ccccc2)NC(=O)NC1c1ccccc1 (configuration not stated) | 0.5* | 3 | -4 | -5 | -9 | -8.5 | 3 | -7 | -5
